Pf Dd2 inh – Plasmodium falciparum Dd2 growth inhibition; P. falciparum Dd2 growth, SYBR Green, 72 h; Potency, µM (doses to about 28.9 µM), inactives show top-dose activity, negative = inhibition, usual class: inhibitors; 120,000 tested, 4.3% active; AID 1347417; active = well fitted inhibition curve with a large enough effect; inconclusive = small, poorly fitted or top-dose-only effect; inactive = no such curve, though single readings can be large or run the other way;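 note: plate controls were DMSO vehicle for no effect and reference drug for full effect; nearly all actives have a fitted effect of over 65% in size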
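Infected erythrocytes (Dd2, 0.3% parasitemia, 2.5% hematocrit final) are added to compound in RPMI-1640/Albumax II medium, grown 72 h at 37C in low oxygen, then lysed with saponin/Triton-X containing SYBR Green and read by fluorescence.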
* marks the source's active call; other numbers are inactive results; i = inactive; u = inconclusive; [ ] = another dose, or the depositor's remark. Potency is the fitted concentration of half-maximal effect.

SMILES | Pf Dd2 inh
COc1ccc(CNC(=O)CC2CCCN(c3cn[nH]c(=O)c3)C2)cc1 (stereo not drawn) | 0%
CCOc1ccccc1C(=O)NCc1nnc2ccc(-c3ccc(C)c(C)c3)nn12 | -22%
Cc1ccc(NC(=O)CSc2nc3ccccc3c(=O)n2CCC(=O)NC2CCCCC2)cc1C | 9%
CCCC(=O)Nc1ccc(NC(=O)c2sc3ccccc3c2Cl)cc1 | -20%
CCC1(N2CCN(S(=O)(=O)c3cc(F)cc(F)c3)CC2)CCN(S(C)(=O)=O)C1 (stereo not drawn) | -16%
Cc1ccc(CCC(=O)N2CCC(Cn3cc(CO)nn3)CC2)cc1C | -4%
CCOc1ccc(CCNc2nc3c(-c4ccc(C)cc4)nnn3c3ccccc23)cc1OCC | -2%
Cc1cn2c(=O)c(S(=O)(=O)Nc3ccc(N4CCOCC4)cc3)c(C)nc2s1 | 20%
CCOc1ccc(NC(=O)Cn2c(=O)n(CC3CCC(C(=O)NCCc4ccccc4)CC3)c(=O)c3ccccc32)cc1 (stereo not drawn) | -10%
O=C(c1ccccc1)n1nc(-c2ccccc2)nc1NCc1ccc(F)cc1 | 13%
O=C(O)CCc1cc2n(n1)CCCN(C(=O)CN1CCOC1=O)C2 | -9%
COc1ccc([S+](=O)([O-])c2nnn3c2nc(NCc2ccc(F)cc2)c2ccccc23)cc1 | -28%
O=C(NCC1(COc2cnccn2)C[C@@H](O)[C@@H](O)C1)C1CCOCC1 (stereo partly drawn) | 3%[44.1 µM]
Cc1cc(CN(C)c2cc(C3CC(N)C3)nc(N)n2)no1 (stereo not drawn) | -5%
C=CCNC(=O)C(NC(=O)c1ccc(OC)cc1)C1CCN(C(=O)c2cccc(OC)c2)CC1 (stereo not drawn) | u
COc1cc2nc(NCCC(C)C)n3nc(-c4ccccc4)nc3c2cc1OC | u
Cc1ccc(CNC(=O)c2oc3ccc(S(=O)(=O)N4CCC(C)CC4)cc3c2C)cc1 | u
CN(C)c1ccc(CN2CCn3c(nnc3C3CCNCC3)C2)cc1 | 2%
CC(C)CN(C(=O)CC1COc2ccc(C(=O)N(C)C)cc2N1C)C1CC1 (stereo not drawn) | i
O=C(NCC1(COc2cccnc2)C[C@@H](O)[C@@H](O)C1)c1cnccn1 (stereo partly drawn) | 3%[44.1 µM]
CCCCCCOC(=O)C1=CN(C)S(=O)(=O)N=C1C | i
CCC(=O)N1CCc2cc(Br)cc(S(=O)(=O)N3CCN(c4ccc(C(C)=O)cc4)CC3)c21 | u
Cc1cccc(C)c1Nc1c(-c2ccsc2)nc2cccc(C)n12 | 30%[activator][0.594 µM]
COc1ccccc1-c1nc(C(=O)N(C)C)n2ccncc12 | 3%
Cc1ccc2c(c1)Cc1c(nc(-c3ccc(F)cc3)nc1SCC(=O)N1CCCCC1)O2 | 8%

Sorted by count of non-hydrogen atoms (lowest first): some entries from above
SMILES | Pf Dd2 inh
COc1ccc([S+](=O)([O-])c2nnn3c2nc(NCc2ccc(F)cc2)c2ccccc23)cc1 | -28%
C=CCNC(=O)C(NC(=O)c1ccc(OC)cc1)C1CCN(C(=O)c2cccc(OC)c2)CC1 (stereo not drawn) | u
CCOc1ccc(CCNc2nc3c(-c4ccc(C)cc4)nnn3c3ccccc23)cc1OCC | -2%

Reprinted at random: seven entries already listed
SMILES | Pf Dd2 inh
CCCCCCOC(=O)C1=CN(C)S(=O)(=O)N=C1C | i
CCC1(N2CCN(S(=O)(=O)c3cc(F)cc(F)c3)CC2)CCN(S(C)(=O)=O)C1 (stereo not drawn) | -16%
COc1ccccc1-c1nc(C(=O)N(C)C)n2ccncc12 | 3%
Cc1ccc(NC(=O)CSc2nc3ccccc3c(=O)n2CCC(=O)NC2CCCCC2)cc1C | 9%
CCCC(=O)Nc1ccc(NC(=O)c2sc3ccccc3c2Cl)cc1 | -20%
CCOc1ccccc1C(=O)NCc1nnc2ccc(-c3ccc(C)c(C)c3)nn12 | -22%
CN(C)c1ccc(CN2CCn3c(nnc3C3CCNCC3)C2)cc1 | 2%

The listing continues:
SMILES | Pf Dd2 inh
O=C(c1nc2sccn2c1Br)N1CCC(N2CCCNC2=O)CC1 | 5%
C=CCNC(=O)c1cccc2c(C)nnn12 | 6%[44.1 µM]
CC(=O)Nc1nonc1-c1nnc(SCC(=O)Nc2ccccc2Cl)n1C | -8%
COCCNC(=O)c1ccc2c(c1)N(C)C(CC(=O)N1CCC(C)CC1)CO2 (stereo not drawn) | -8%
COc1ccc(C(=O)N2CCC3(CC2)CC(=O)Nc2ccccc2O3)cc1 | 4%
Cc1ccc(NC(=O)N(Cc2ccc3c(c2)OCO3)C2CCN(Cc3ccccc3)CC2)cc1Cl | 10µM*
Cc1ccc(NC(=O)C2CCN(c3nn4c(=O)cc(C)nc4s3)CC2)cc1 | 40%[activator]
CCNC(=O)N[C@H]1[C@H](O)[C@H](O)C[C@@H]1c1ccc(C)cc1 | -11%[44.1 µM]
Cc1ccc2nc(-c3cc(NC(=O)c4ccc5c(c4)OCCO5)ccc3Cl)oc2c1 | 13%
COc1ccccc1OCCNC(=O)C1CCN(c2cc(C(F)(F)F)ncn2)CC1 | u
CCN(CC)Cc1nc(C2(O)CCN(C)CC2)cs1 | 3%[44.1 µM]
O=C(c1cc(-c2ccc(Cl)cc2Cl)c2nncn2n1)N1CCOCC1 | 53%[activator]
COc1ccc(-c2nc(CCNC(=O)c3cccs3)cs2)cc1OC | -20%
CCCN1C(C(=O)c2ccccc2)=C(OC(=O)COc2ccccc2)c2ccccc2S1(=O)=O | u
Cc1ccc(NC(=O)C(=O)NCC(c2ccc3c(c2)OCO3)N2CCOCC2)c(C)c1 (stereo not drawn) | 26%
CNCCN1C(=O)CC[C@H]2CN(C(=O)Cc3c(C)noc3C)CC[C@H]21 | -7%
CC(C)[C@@H](C(N)=O)N1CC[C@H]2CN(C(=O)Nc3ccccc3)CC[C@H]2CC1=O | 1%[44.1 µM]
CC1(C)[C@H](Cc2cc(CN3CCOCC3)on2)C[C@@H]1NS(C)(=O)=O | 7%[44.1 µM]
Fc1ccc(-c2cnc3n[nH]c(-c4ccccc4)c3n2)cc1 | u
CC(C)(C)C1CCC2(CC1)NC(=O)N(CC(=O)Nc1ccc3c(c1)OCCO3)C2=O (stereo not drawn) | 7.9µM*
CN1CCCN(C(=O)c2nc3sccn3c2CN2C[C@]3(C)C[C@H]2CC(C)(C)C3)CC1 | u
CCOc1ccc(-c2nnc(SCC(=O)Nc3cc(C)ccc3OC)o2)cc1 | -9%
COc1ccc(-c2cc(C(F)(F)F)nc(SCCC(=O)Nc3ccc(O)cc3)n2)cc1 | u
O=C(CCc1cc(Cl)no1)N1CCCC(Cc2nncn2Cc2ccccc2)C1 (stereo not drawn) | u
Cc1ccc(-c2nnc(Nc3ccc(O)cc3)c3ccccc23)cc1S(=O)(=O)N1CCCCC1 | 10µM*
Additional results
SMILES | Pf Dd2 inh
CCOc1c(OC)cccc1-c1nc2ccc(-c3ccc(OC)c(OC)c3OC)cc2o1 | u
Cc1ccc2c(c1)N1C(=O)OC[C@@H]1CCN(C(C)C)C2 | 6%[44.1 µM]
COc1ccc(C(=O)Nc2ccc3c(c2)CN(Cc2cccc(OC)c2OC)C(=O)CO3)cc1OC | u
COc1cc(F)ccc1-c1nc(N2CCOCC2)cc2c1CN(CC1CC1)C2=O | u
Clc1ccc(C2Cn3nnc(-c4nc(-c5ccccn5)no4)c3CO2)cc1 (stereo not drawn) | -37%
Cc1ccsc1CN1CCCN(S(C)(=O)=O)C(c2ccccc2)CC(=O)NCC1 (stereo not drawn) | u
O=C1Nc2ccc(-c3cccc(C(F)(F)F)c3)cc2C(=O)N2CCN(C(=O)c3ccccc3)C[C@H]12 | u
COc1cncc([C@@H](NC2CSCCSC2)C2CC(O)C2)c1 (stereo partly drawn) | -3%
COc1ccc(-c2ccc3c(n2)CN(Cc2ccccc2F)C(=O)CO3)cc1OC | u
O=C(NCCc1ccccc1)C1CN(S(=O)(=O)c2cccnc2)CC12CCCCC2 (stereo not drawn) | u
O=C(NCCn1cc(SCc2ccc(F)cc2)c2ccccc21)c1c(F)cccc1F | -19%
O=C(c1ccc(=O)[nH]c1)N(CC1CCN(Cc2ccccc2F)CC1)CC1CCCO1 (stereo not drawn) | i
C[C@@H]1CN(C(=O)Cc2ccc3c(c2)OCO3)C[C@]1(C)O | 0%
CN(C)c1nccnc1OC1CCN(C(=O)c2ccccc2)C1 (stereo not drawn) | 32%[activator]
COc1ccc(OC)c(NC(=O)c2cc(CN3CCCC3)on2)c1 | u
Cc1cnc(C)c(N2CCC(Oc3ccc4c(cnn4CCC(=O)O)c3)CC2)n1 | -23%[44.1 µM]
COC(=O)c1ccc(OCC2c3cc(OC)c(OC)cc3CCN2C(=O)Cc2ccc(OC)cc2)cc1 (stereo not drawn) | 10µM*
COc1ccc(C(=O)N[C@@H]2CCC[C@@H]2C(=O)N2CCN(c3ccccn3)CC2)cc1 | i
CC(=O)N1CCCC1c1nnc2n1CCNC2 (stereo not drawn) | 15%[44.1 µM]
COc1ccc(C(=O)N2C[C@@H]3CC[C@H](C2)N(Cc2cscn2)C3=O)o1 | -1%
CCOC(=O)Cn1c(=O)n(C2CCCCC2)c2nc(-c3ccc(C(C)C)cc3)nc(C(N)=O)c21 | u
CCOC(=O)c1ccc(CN(Cc2ccc(F)cc2)S(=O)(=O)c2ccc(F)c(C(=O)Nc3c(C)cccc3C)c2)cc1 | u
COc1ccc(NC(=O)c2ccc3c(c2)NC(C)(COCC2CC2)CO3)cn1 (stereo not drawn) | u
COc1ccccc1C(=O)N1CC(Oc2cccc(-c3nc(-c4ccccc4)no3)c2)C1 | 1%[5.79 µM]
COCCN1C(=O)[C@@H]2C[C@@H](CN2Cc2ccc3ccccc3n2)Oc2ccccc21 | -10%[44.1 µM]
The list goes on:
SMILES | Pf Dd2 inh
COc1ccccc1NC(=O)c1cc2c(C)nn(-c3ccccc3)c2s1 | -27%
CC1CCCCC1NC(=O)c1ccc2nccn2c1 (stereo not drawn) | 2%[44.1 µM]
COc1ccc(C(=O)N2C[C@@H]3C[C@H](C2)c2c(NC(=O)CSC)ccc(=O)n2C3)cc1 | u
CC(=O)c1ccc(NC(=O)Cn2c(=O)n(-c3ccc(F)cc3)c(=O)c3c2cc(C)n3C)cc1 | i
CNC(=O)[C@H]1C[C@H](Oc2cccnc2)CN1C(=O)c1cccc(OC)c1 | -11%
CC(=O)N1CCN(c2nc3c(s2)CC(C(=O)N2CCN(C4CCCC4)CC2)CC3)CC1 (stereo not drawn) | -16%
CN1C(=O)[C@@H]2C[C@@H](CN2Cc2ccccc2F)Oc2ccccc21 | u
CCOc1cc(C(=O)NC2CCN(c3cc(-c4ccc(F)cc4)[nH]n3)CC2)cc(OCC)c1OCC | -1%
CCCCOc1ccc(C(=O)N2CCC[C@H]2c2nc(-c3ccc(F)cc3)no2)cc1 | u
O=C(NC[C@H]1O[C@H](Cc2cc(-c3ccc(F)cc3)on2)CC[C@@H]1O)C1CCC1 | i
Clc1ccc(-c2nc3c4cnn(-c5ccccc5Br)c4ncn3n2)c(Cl)c1 | 4%
CN1c2cc(C(=O)N3CCN(c4ccc(F)cc4)CC3)ccc2C(=O)N2CCCCCC21 (stereo not drawn) | i
COc1ccccc1C(=O)NC1CCN(c2cc(-c3ccccc3)[nH]n2)C1 (stereo not drawn) | i
COCCOC1CCOC2(CCN(C(=O)c3cc(C)nn3C)CC2)C1 (stereo not drawn) | -18%
CC(C)CN1C(=O)c2cccn2CC1C(=O)NCCN1CCCCC1 (stereo not drawn) | u
CCc1nc(-c2c3n(c(=O)n(CC(=O)NCCCc4ccccc4)c2=O)CCCC3)no1 | 17%
Cc1ccc(C)c(CNC(=O)CN2C(=O)CSc3ccc(S(=O)(=O)N(C)C)cc32)c1 | 10%
N[C@@H]1CC[C@H](C(=O)N2CCN(CCCOc3ccc(F)cc3)CC2)C1 | -3%
COc1ccc2nc3sc(C(=O)NCCc4ccc(Cl)cc4)cc3cc2c1 | 27%
CN(c1cc(=O)c2ccnc(-c3ccc(F)c(Cl)c3)c2o1)C1CCOCC1 | -17%[44.1 µM]
CCOc1ccc(Cl)cc1CN(C)C(=O)C1CC(=O)N(CC)C1 (stereo not drawn) | -9%
O=C(C1CCOC1)N1CC(Oc2cccc(-c3nc(-c4ccccc4)no3)c2)C1 (stereo not drawn) | 16%[5.79 µM]
O=C(CC1CCCCC1)N1CCN(C(=O)N2CC3CC(C2)[C@H]2CCCC(=O)N2C3)CC1 (stereo partly drawn) | -13%
CCOc1cc(=O)n2c(c1C(=O)Nc1cccc(SC)c1)CCCC2 | 6%
NC(=O)c1ccccc1NC(=O)CN1c2ccccc2S(=O)(=O)c2ccccc21 | 10µM*
Next section:
SMILES | Pf Dd2 inh
O=C1Nc2ccccc2CC12CCN([S+](=O)([O-])c1cccc(C(F)(F)F)c1)C2 (stereo not drawn) | 1%
Cc1ncoc1C(=O)N1CCC2(CCCN(CC3CCCCC3)C2=O)C1 (stereo not drawn) | -4%
O=C(N[C@H]1CCN2C(=O)c3cc(-c4ccsc4)ccc3NC(=O)[C@H]12)c1cccs1 | u
Cc1ccc(CN(C(=O)COc2ccc(C(C)C)cc2)C2CCS(=O)(=O)C2)o1 (stereo not drawn) | i
O=C(Cc1c[nH]c2ccccc12)N1CC(c2nnc(-c3ccncc3)o2)C2(CCOCC2)C1 (stereo not drawn) | i
COc1cccc(C(=O)Nc2ccc3oc(-c4cccc5c(Br)cccc45)nc3c2)c1 | 20%
CCc1n[nH]c(CC2CCN(C(=O)C3(c4ccccc4)CC3)CC2)n1 | -23%
COc1ccc(C2Cn3nnc(-c4nc(C5CCCCC5)no4)c3CO2)cc1 (stereo not drawn) | i

High-throughput results (PubChem)

Not all compounds are listed. The share of hits here may be higher or lower than overall.
